From PubChem BioAssay
Scp-1 inhibitor = Scp-1 (human) phosphatase inhibition. Q9GZU7. Recombinant Scp1, phosphopeptide, malachite green phosphate absorbance. inhibition, % at 20 µM. 340,000 compounds, 0.88% hits;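 active means inhibition above about 50% at 20 µM, limit read from the data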;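 further: plate controls were DMSO wells with enzyme for no effect and wells lacking enzyme for full effect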
Target sequence (Q9GZU7 76-261 limits assumed): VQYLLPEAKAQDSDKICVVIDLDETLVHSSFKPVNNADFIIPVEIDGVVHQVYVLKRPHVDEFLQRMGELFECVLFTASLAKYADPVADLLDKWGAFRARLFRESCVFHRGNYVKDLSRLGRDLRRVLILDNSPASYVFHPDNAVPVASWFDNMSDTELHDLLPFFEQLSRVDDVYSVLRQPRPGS
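Test system: SCP-1 phosphatase catalytic domain, residues 76-261 | Compound dosing: One concentration, 20 µM, with 1.0% DMSO | Schedule: 45 min room-temperature reaction, 5 min colour, 30 min stabiliser | Detection: Absorbance at 630 nm | Read-out basis: % inhibition of SCP-1 phosphate liberation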
Tb MetRS inh = Trypanosoma brucei MetRS inhibition. 360,000 compounds, 0.4% hits. purified T. brucei MetRS, ATP depletion, Kinase-Glo luminescence. inhibition, % at 11.9 µM;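 active means inhibition above a per-plate cutoff of the control wells' mean inhibition plus 3 SD, cut at about 5.5% in these data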;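 further: 0% = DMSO wells median and 100% = median of wells with control inhibitor compound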
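Measured by: Kinase-Glo luciferase luminescence reporting remaining unconsumed ATP. Material: purified T. brucei MetRS enzyme. Doses: 11.9 µM compound single dose, 0.9% DMSO. Medium: HEPES buffer containing pyrophosphatase, BSA, spermine, DTT. Times: 15 min preincubation, 2 h reaction, all 25 °C. Reagent: methionine, ATP and bulk E. coli tRNA.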
Rpn11 inh = inhibitors of human proteasome Rpn11 | calls only at 20 µM | 360,000 compounds, 0.59% hits | O00487 | human 26S proteasome, Ub4-pepOG fluorescence polarization; 20S core pre-blocked with epoxomicin;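 active means inhibition at 20 µM, scaled to each plate's controls, above about 33%, limit read from the data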
STEP block = blocks human striatal-enriched tyrosine phosphatase | inhibition, % at 20 µM | AID 588621 | recombinant STEP, OMFP fluorogenic substrate, fluorescence | 360,000 compounds, 0.25% hits | P54829;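 active means inhibition at 20 µM, scaled per plate between control wells, above about 37%, limit read from the data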;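 further: 0% = DMSO with enzyme and substrate and 100% = substrate only without enzyme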
Target sequence (P54829 whole entry, looked up): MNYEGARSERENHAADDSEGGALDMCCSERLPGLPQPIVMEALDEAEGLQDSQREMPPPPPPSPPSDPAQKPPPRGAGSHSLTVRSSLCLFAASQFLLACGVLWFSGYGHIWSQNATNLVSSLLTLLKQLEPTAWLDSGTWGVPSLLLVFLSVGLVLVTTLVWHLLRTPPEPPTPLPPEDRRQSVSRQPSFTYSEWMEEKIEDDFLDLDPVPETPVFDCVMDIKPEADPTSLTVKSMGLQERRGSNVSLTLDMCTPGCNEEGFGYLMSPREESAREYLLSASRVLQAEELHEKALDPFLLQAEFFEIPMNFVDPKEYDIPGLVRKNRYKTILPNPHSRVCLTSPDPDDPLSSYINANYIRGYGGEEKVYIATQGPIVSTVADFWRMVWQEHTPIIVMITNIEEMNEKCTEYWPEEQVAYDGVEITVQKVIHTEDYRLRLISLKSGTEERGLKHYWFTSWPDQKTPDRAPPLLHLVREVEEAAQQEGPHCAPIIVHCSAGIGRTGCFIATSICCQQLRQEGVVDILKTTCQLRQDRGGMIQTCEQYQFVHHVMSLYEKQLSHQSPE
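Assay system: isolated STEP enzyme. Buffer or medium: pH 6.0 Bis-Tris with DTT and Tween 20. Also added: fluorogenic phosphatase substrate OMFP at 25 µM final. Dosing: 20 µM, 1% DMSO. Timing: 20 min reaction, room temperature, in the dark. Measured by: fluorescence intensity, excitation 480 nm, emission 540 nm. Evaluation: normalized % inhibition.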
LMPTP block = blocks human LMPTP phosphatase | P24666 | recombinant LMPTP-A, OMFP fluorogenic substrate, fluorescence intensity | inhibition, % at 20 µM | 360,000 compounds, 0.22% hits;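 active means compounds that cut the enzyme signal by at least half of the control window in the single-dose screen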;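 further: plate controls were DMSO wells with enzyme plus substrate for no effect and substrate without enzyme for full effect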
Target sequence (P24666 whole entry, looked up): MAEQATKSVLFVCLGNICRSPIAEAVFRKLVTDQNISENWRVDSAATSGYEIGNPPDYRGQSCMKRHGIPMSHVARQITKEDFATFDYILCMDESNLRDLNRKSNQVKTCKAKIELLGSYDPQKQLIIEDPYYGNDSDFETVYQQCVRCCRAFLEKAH
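Test system: LMPTP-A phosphatase enzyme. Amount: LMPTP-A at 0.625 nM final in the reaction. Reagent: OMFP substrate, 400 µM final. Times: 50 min at room temperature. Signal: endpoint fluorescence intensity from OMFP dephosphorylation. Read-out basis: % inhibition. Benchmarks: no-enzyme and uninhibited controls.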
CSN deneddyl inh = blocks human CSN-mediated cullin deneddylation. AID 651999. Purified CSN, SCF-Nedd8-OG deneddylation, fluorescence polarization. Q92905. 360,000 compounds, 0.38% hits. inhibition, % at 12.5 µM;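 active means pattern-corrected inhibition above about 35%, with an unprinted fluorescence ratio check between 0.5 and 1.5, limit read from the data, passing the limit was not always enough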;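 further: 0% = enzyme with substrate and 100% = substrate without enzyme; some results filed as inactive read as strong as hits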
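test system = HEK293T-derived human Csn5 enzyme | amount = 0.24 nM Csn5 enzyme, final concentration | medium = Tris/NaCl/DTT buffer, pH 7.5 | schedule = 90 min reaction at room temperature | signal = FP | evaluation = inhibition of Csn5 cleavage, % | compound dosing = single dose of 12.5 µM compound with 0.25% DMSO | probe or stimulus = 10 nM SCFSkp2-Nedd8OG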
DNMT1 block = DNMT1 (human) enzyme inhibition; DNMT1 molecular beacon, Hinp1I cleavage, fluorescence; inhibition (reported as % activation of signal), % at 10 µM; 360,000 compounds, 0.83% hits; AID 588458; in the data active means inhibition above about 50%
MsrA inhibitor = inhibitors of bovine MsrA; purified bovine MsrA, absorbance read-out; inhibition, % at 15.5 µM; 360,000 compounds, 0.75% hits; in the data active means inhibition above about 4.5%;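 further: 0% = vehicle wells with enzyme and 100% = reference inhibitor wells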
SUMO1 PPI mod = modulators of human SUMO1-mediated protein-protein interactions | P63165 | SUMO1 binding to a labelled peptide, TR-FRET, 1 h | inhibition, % at 20 µM | 360,000 compounds, 0.33% hits | AID 602429; in the data active means inhibition above about 37%
NadD block = inhibitors of Staphylococcus aureus NadD. purified NadD enzyme, colorimetric absorbance read-out. inhibition, % at 20 µM. 360,000 compounds, 0.78% hits. AID 602399; in the data active means inhibition above about 26%; further: some compounds past the cut are filed as inactive
* = called active by the depositor; i = inactive; . = no result given; + = active, no number.

#1 CCCCNc1ccc(C(=O)Nc2cccc(C)n2)cc1[N+](=O)[O-]
#2 CSc1ccc(CNCC(O)c2ccccc2)cc1 (centres undefined)
#3 O=C(OCc1nnc(-c2ccccc2)o1)C1CC(=O)N(Cc2ccco2)C1 (centres undefined)
#4 CCOc1ccc(CNS(=O)(=O)c2cc(-c3cc(C)no3)ccc2OC)cc1OC
#5 c1ccc(-c2cc(N3CCCCC3)ncn2)cc1
#6 Cc1ccc(N2CC(C(=O)Nc3c4c(nn3C(C)(C)C)CS(=O)(=O)C4)CC2=O)cc1 (centres undefined)
#7 COc1ccccc1C(=O)NCCC(=O)N(C)CC(=O)Nc1ccccc1Br
#8 COc1ccc2sc(-c3ccc(S(C)(=O)=O)cc3)c(C#Cc3cncn3C)c2c1
#9 CC(C)(C)OC(=O)NCCc1nnc(SCc2ccc(Cl)cc2)o1
#10 Cc1ccc(CSCCNS(=O)(=O)c2ccccc2)cc1

screen / no.,1,2,3,4,5,6,7,8,9,10
Scp-1 inhibitor,0,-13,16,-4,-6,4,1,5,-11,-2
Tb MetRS inh,-1.7,-0.4,-0.8,-0.2,-1.4,-0.7,-0.5,-0.6,0.1,-1.4
Rpn11 inh,i,i,i,i,i,i,i,i,i,i
STEP block,0,3,-1,0,-4,-2,1,2,-3,-1
LMPTP block,-1.3,-1.4,-0.1,-0.9,-0.5,-1.0,-1.9,-0.2,0.4,-1.1
CSN deneddyl inh,1,-2,1,-2,0,2,-6,-3,-4,-12
DNMT1 block,-7,0,3,1,-1,0,0,-10,-2,10
MsrA inhibitor,2.2,-0.4,-1.0,0.0,1.0,-0.6,1.7,3.2,-0.3,-0.3
SUMO1 PPI mod,-19,2,5,1,1,0,7,30,0,-7
NadD block,-1,-7,9,2,3,-4,-3,1,8,-2

#11 O=C(O)c1cc(-c2ccco2)nc2cc3ccccc3cc12
#12 CS(=O)(=O)N1CCN(c2ccc([N+](=O)[O-])c(NCc3ccccc3)c2)CC1
#13 O=C(NCCCN1CCOCC1)c1ccc2c(c1)N(Cc1cccc(Cl)c1)C(=O)c1ccccc1S2=O (centres undefined)
#14 Cc1cc2nc(CS)[nH]c2cc1C
#15 Cc1cc(C)n2nc3nc4c(cc3c2n1)CCCC4
#16 Cc1ccc(NC(=O)CN(C)S(=O)(=O)c2cccc3nsnc23)cc1Cl
#17 CCC1=NN2C(=N)/C(=C\c3ccc(OCCOc4ccc(NC(C)=O)cc4)c(OC)c3)C(=O)N=C2S1
#18 O=C(N/N=C/c1ccccn1)c1cc(-c2ccccc2Cl)n[nH]1
#19 Cc1cc(C(=O)COC(=O)c2ccc(F)cc2F)c(C)n1C1CC1
#20 CCCCN1C(=O)C(CC(=O)NCCc2ccccn2)CC(C(=O)N(C)C)=C1C (centres undefined)

screen / no.,11,12,13,14,15,16,17,18,19,20
Scp-1 inhibitor,91*,-3,-5,-2,-2,-10,-15,-1,-6,.
Tb MetRS inh,0.9,-0.1,-0.4,-0.3,0.3,-1.3,-0.5,-0.6,-0.7,-1.3
Rpn11 inh,i,i,i,+,i,i,i,i,i,i
STEP block,31,4,2,6,-5,-1,-4,0,-1,-2
LMPTP block,1.1,1.7,-0.4,-0.7,19,-0.1,-0.2,0.1,0.8,-0.9
CSN deneddyl inh,32,2,1,6,-41,-3,-1,0,-5,-3
DNMT1 block,76*,-3,-5,-5,3,-5,0,-9,-6,9
MsrA inhibitor,0.5,1.0,0.6,0.8,0.9,0.7,-1.1,-0.6,-0.4,-0.4
SUMO1 PPI mod,38*,-14,5,1,29,-20,14,-5,3,-5
NadD block,0,-3,-6,17,13,-6,17,8,2,11

#21 COc1ccc(NC(=O)c2cc(C3CCCCN3S(=O)(=O)c3ccc(F)cc3F)on2)c(C)c1 (centres undefined)
#22 Cc1nn(CCCC(=O)NCc2ccc(Cl)cc2)c(C)c1[N+](=O)[O-]
#23 Cc1c(NC(=O)C(C)OC(=O)/C=C/c2ccc(OC(F)F)cc2)c(=O)n(-c2ccccc2)n1C (centres undefined)
#24 CC(=O)c1sc(NCc2ccccc2)nc1C
#25 O=C(NCCN1CCOCC1)c1ccc(CS(=O)(=O)c2ccc(Cl)cc2)o1
#26 CC(C)(C)C1(C)OC(=O)C(=Cc2ccc(OCC(=O)Nc3ccccc3)cc2)C(=O)O1 (centres undefined)
#27 Cn1c(SCC(=O)Nc2ccc3c(c2)n(C)c(=O)n3C)nnc1-c1ccncc1
#28 CC(=O)c1ccc(Nc2nc(C(N)CCc3ccccc3)cs2)cc1 (centres undefined)
#29 CCN(CC)S(=O)(=O)c1ccc(N2CCN(CCO)CC2)nc1
#30 COc1cc(C(=O)c2ccc3c(c2)OCO3)cc(OC)c1OC

screen / no.,21,22,23,24,25,26,27,28,29,30
Scp-1 inhibitor,.,-11,2,-1,-15,4,-3,.,-6,-10
Tb MetRS inh,-0.1,-0.2,-0.5,-0.5,-0.9,-0.8,-0.2,-0.1,0.4,0.4
Rpn11 inh,i,i,i,i,i,i,i,i,i,i
STEP block,2,1,0,0,2,0,-2,0,0,-2
LMPTP block,0.9,-0.8,-0.5,-1.8,-0.6,0.4,0.0,-0.1,-1.3,0.1
CSN deneddyl inh,-8,-2,-2,1,1,1,0,2,3,0
DNMT1 block,-2,69*,3,1,1,0,-1,-12,26,-3
MsrA inhibitor,-1.3,0.1,-1.2,1.7,-1.4,.,-0.7,1.2,-1.9,1.2
SUMO1 PPI mod,6,-2,-10,-2,-3,2,-2,0,-3,4
NadD block,-5,-10,0,0,-3,14,9,2,2,-1

Of the compounds above, these have an NH in an aromatic ring.
#14 Cc1cc2nc(CS)[nH]c2cc1C
#18 O=C(N/N=C/c1ccccn1)c1cc(-c2ccccc2Cl)n[nH]1

screen / no.,14,18
Scp-1 inhibitor,-2,-1
Tb MetRS inh,-0.3,-0.6
Rpn11 inh,+,i
STEP block,6,0
LMPTP block,-0.7,0.1
CSN deneddyl inh,6,0
DNMT1 block,-5,-9
MsrA inhibitor,0.8,-0.6
SUMO1 PPI mod,1,-5
NadD block,17,8

Entries of single compounds as entered above. Screens in order: Scp-1 inhibitor	Tb MetRS inh	Rpn11 inh	STEP block	LMPTP block	CSN deneddyl inh	DNMT1 block	MsrA inhibitor	SUMO1 PPI mod	NadD block
CC(C)(C)C1(C)OC(=O)C(=Cc2ccc(OCC(=O)Nc3ccccc3)cc2)C(=O)O1 (centres undefined) is listed with 4	-0.8	i	0	0.4	1	0	.	2	14
COc1cc(C(=O)c2ccc3c(c2)OCO3)cc(OC)c1OC is listed with -10	0.4	i	-2	0.1	0	-3	1.2	4	-1

Further records:
#31 CCOc1ccc(NC(=O)C2CCCCN2S(=O)(=O)c2ccccc2)cc1 (centres undefined)
#32 CC(C)c1ccc(N(C)C(=O)Cc2c(C(=O)O)n(C)c3ccccc23)cc1
#33 CC(=O)Cc1nsc(Nc2ccc3c(c2)OCCO3)n1
#34 Fc1ccccc1-c1nc(-c2ccccc2)no1
#35 Cc1cc2c(ncn2C)c(NS(=O)(=O)c2cc(Cl)ccc2Cl)c1C
#36 CC(C)(C)N1C(=O)c2ccccc2NC(=O)C1C(=O)Nc1ccc2c(c1)OCCO2 (centres undefined)
#37 Nc1nc(-c2cccnc2)nn1C(=O)Cc1ccccc1
#38 CCCNC(=O)C1(C)CCCN(C(=O)c2cc(F)ccc2C)C1 (centres undefined)
#39 CCS(=O)(=O)N1CCC(C(=O)NCc2ccccc2OC)CC1
#40 CCOC(=O)C1CCN(CC(=O)Nc2ccc(OC)c(S(=O)(=O)N3CCCCC3)c2)CC1

screen / no.,31,32,33,34,35,36,37,38,39,40
Scp-1 inhibitor,-7,-26,-3,-5,-2,.,-6,.,-1,-2
Tb MetRS inh,-0.4,0.1,-0.8,-0.8,-0.7,-0.8,0.4,0.3,-0.2,-0.1
Rpn11 inh,i,i,i,+,i,.,i,i,i,i
STEP block,-1,2,0,1,-3,.,0,-1,-6,1
LMPTP block,0.6,-0.2,-0.9,0.4,0.6,-1.1,-0.7,-0.6,-0.9,-1.3
CSN deneddyl inh,-3,2,0,-1,0,0,1,5,-5,0
DNMT1 block,-6,-2,0,-1,-1,.,11,6,2,2
MsrA inhibitor,0.1,1.6,-0.7,1.1,0.4,0.7,-0.4,0.2,0.2,0.1
SUMO1 PPI mod,1,8,5,8,1,0,-1,11,-3,-1
NadD block,-2,4,-3,-4,12,.,1,-1,2,-3

#41 COc1cc(NC(=O)c2cccs2)c(C(=O)OCC(=O)NCc2ccco2)cc1OC
#42 Cc1ccc(CNC(=O)CSc2nc3ccsc3c(=O)n2NC(=O)c2ccccc2)cc1
#43 COc1cccc(C(=O)Nc2nc3c(s2)CN(C)CC3)c1
#44 O=c1oc(-c2ccc(Br)cc2)nc2ccccc12

screen / no.,41,42,43,44
Scp-1 inhibitor,26,-11,0,-12
Tb MetRS inh,-0.3,0.5,-1.3,-0.2
Rpn11 inh,i,i,i,i
STEP block,2,0,-1,-1
LMPTP block,5.4,2.1,-0.3,-2.3
CSN deneddyl inh,8,-4,10,-3
DNMT1 block,12,-6,-20,1
MsrA inhibitor,0.5,0.7,0.7,0.9
SUMO1 PPI mod,16,7,6,-3
NadD block,-4,-5,27,-6
